CHT allo act – allosterically activates the human high affinity choline transporter; B-score at 10 µM; actives 0.49% (n = 310,000); Q9GZV3; AID 488977; CHT-expressing cells, membrane potential dye, choline EC20; stronger effect = higher value; LV-AA mutant CHT in HEK293 cells;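 active = initial fluorescence not abnormally high and integrated response B-score, plate-corrected, over 3 SD above library mean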
Target sequence (Q9GZV3 whole entry, looked up): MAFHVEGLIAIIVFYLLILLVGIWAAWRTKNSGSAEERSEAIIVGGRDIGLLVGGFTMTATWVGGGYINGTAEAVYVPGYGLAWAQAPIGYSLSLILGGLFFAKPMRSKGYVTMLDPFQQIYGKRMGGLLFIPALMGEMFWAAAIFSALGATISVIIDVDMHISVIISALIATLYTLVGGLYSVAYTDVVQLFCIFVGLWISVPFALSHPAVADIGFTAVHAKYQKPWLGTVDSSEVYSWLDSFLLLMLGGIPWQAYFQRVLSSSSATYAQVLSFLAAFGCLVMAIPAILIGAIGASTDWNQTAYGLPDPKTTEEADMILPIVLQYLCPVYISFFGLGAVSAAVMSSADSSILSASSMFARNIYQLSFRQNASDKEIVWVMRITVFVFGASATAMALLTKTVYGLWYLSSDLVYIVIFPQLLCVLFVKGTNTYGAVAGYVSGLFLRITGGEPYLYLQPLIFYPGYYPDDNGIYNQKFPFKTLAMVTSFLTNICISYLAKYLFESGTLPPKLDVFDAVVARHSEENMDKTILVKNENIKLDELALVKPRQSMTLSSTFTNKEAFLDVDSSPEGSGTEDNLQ
CHT block – human CHT choline transport inhibition; CHT-expressing cells, membrane potential dye, choline response; stronger effect = lower value; actives 0.86% (n = 310,000); Q9GZV3; B-score at 10 µM;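 active = B-score over 3 SD under the library average, and starting fluorescence ratio not unusually high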;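 also: choline stimulus applied at its EC90 after an EC20 pre-addition; B-score computed on integrated fluorescence ratio after choline addition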
An asterisk follows results filed as active; i = inactive.

SMILES,CHT allo act,CHT block
Cn1c(=O)c(C(=O)CN2CC(=O)Nc3ccccc32)c(N)n(Cc2ccccc2)c1=O,i,i
O=C(COC(=O)c1cccs1)NCc1ccc2c(c1)OCO2,i,i
Cn1nnc2c(sc3nc(N4CCOCC4)c4c(c32)CCCC4)c1=O,i,i
COc1cccc(S(=O)(=O)NCc2ccc(C(=O)Nc3ccc(Cl)c(Cl)c3)cc2)c1,i,i
O=C(Nc1sc2c(c1C(=O)O)CCCC2)c1cccs1,i,i
Cn1cc(Cl)c(C(=O)N(Cc2ccccc2)c2ccccn2)n1,i,i
Cc1cccc(N(C)C(=O)c2cnn(-c3ccccc3)c2C)c1,i,i
CN(c1ccc(C(=O)NCc2cccnc2)cc1)S(=O)(=O)c1ccc(Cl)cc1,i,i
O=C(OC1CCCCC1=O)c1cccc(S(=O)(=O)N2CCCCC2)c1 (stereo not given),i,i
COc1cc(C2C(C#N)=C(N)Oc3cc4c(cc32)OCO4)cc(OC)c1OC (stereo not given),i,i
C=Cn1ccnc1CC(O)c1ccc(OC)cc1 (stereo not given),i,i
CC(C)(C)C(=O)CN1C2=NCCN2c2ccccc21,i,i
S=C(c1ccc[nH]1)N1CCOCC1,i,i
Nc1ccc2nn(-c3cccc4ccccc34)nc2c1,i,i
Cc1ccc2nc(-c3cccc(N)c3)oc2c1,i,i
COc1ccc(Cn2c(SC)nc3ccccc32)cc1[N+](=O)[O-],i,i
Cc1ccc(C)c(N2CCN(C(=O)C3CCN(c4nc(C)cc(C)n4)CC3)CC2)c1,i,i
O=S(=O)(/N=C(/Nc1ccccn1)c1ccccc1)c1ccccc1,i,i
NS(=O)(=O)c1ccc(NC(=O)c2ccccc2Cl)cc1,i,i
CCCCc1c(O)c2ccccc2[nH]c1=O,i,i
CCOc1ccc(NC(=S)N(Cc2ccc(Cl)cc2)Cc2ccco2)cc1,i,i
O=C(N/N=C/c1ccccn1)c1cc(-c2cccc3ccccc23)n[nH]1,i,i
CC(NC(=O)C1CCCCC1)C(=O)NC1=NCCS1 (stereo not given),i,i
CCOC(=O)c1ccc(OC(=O)CCCCCN=C(N)N)cc1,i,i
COC(=O)c1cc(NCc2c(F)cccc2Cl)ccc1N1CCOCC1,i,i
Cc1ccc(NC(=O)c2ccc3nccnc3c2)c(C)c1,i,i
Cc1ccccc1NC(=O)NCC1CCN(Cc2cccc(Cl)c2)CC1,i,i
CC1Cc2cc(/C(O)=C3/C(=O)C(=O)N(CCN4CCOCC4)C3c3ccc(N(C)C)cc3)ccc2O1 (stereo not given),i,i
C=CCn1c(=O)/c(=C/c2ccc(C)o2)s/c1=C(/C#N)C(=O)c1ccccc1,i,i
CC(C)COc1ccc(C(=O)N/C(=C/c2cccc([N+](=O)[O-])c2)C(=O)O)cc1,i,i
CCOc1ccccc1-c1nc(SCC(=O)O)n[nH]1,i,i
CCc1ccccc1NC(=O)Nc1cccn(Cc2ccccc2F)c1=O,i,i
COc1ccc(CC(=O)Nc2c3c(nn2-c2cccc(Cl)c2)CS(=O)(=O)C3)cc1,i,i
O=C(/C=C/c1cccc(Cl)c1)NCc1cccs1,i,i
CC(=O)c1cc2c(O)c(O)ccc2o1,i,i
FC(F)(F)c1ccccc1-n1c(-c2ccco2)n[nH]c1=S,i,i
O=C(CCc1nc2ccccc2c(=O)[nH]1)OCc1cccc(C(F)(F)F)c1,i,i
CCOc1ccc(CC(=O)Nc2ccc(-c3ccc4nnc(C)n4n3)cc2)cc1,i,i
Cc1ccc2cc(C)c(NCCO)nc2c1,8.1*,i
COc1ccc(S(=O)(=O)N2CCC(C(=O)Oc3c(OC)cccc3OC)CC2)cc1OC,i,i
OCCNCc1cc(Br)ccc1OCc1ccccc1,i,i
CC1CCN(C(=O)c2[nH]cnc2C(=O)N[C@@H](C)C(=O)OC(C)(C)C)CC1,i,i
CCCCCCSc1nc(O)c(C2OC(=O)c3c2ccc(OC)c3OC)c(=O)n1CC (stereo not given),i,i
COc1ccc(C(=O)N(CC2CCCO2)C(C(=O)NC2CCCC2)c2ccc(C)cc2)cc1OC (stereo not given),i,i
CCN(CC)CCCn1c2c(c(SCC(=O)Nc3cc(C)on3)nc1=O)CCC2,i,i
CCc1nnc(NC(=O)CSc2nnc(-c3ccco3)o2)s1,i,i
Cc1cc(C(=O)N[C@H](c2ccccc2)[C@@]2(C)C[C@@H]2[C@@H](C)C(=O)Nc2ccc3ccccc3c2)n(C)n1,i,i
CCCS(=O)(=O)c1c(S(=O)(=O)CCC)c2cnccn2c1C(=O)c1ccc(F)cc1,i,i
Cc1ccc(C)c2[nH]c(=O)c(CCNC(=O)c3ccc(S(=O)(=O)N(C)C)cc3)cc12,i,i
COc1ccc(NC(=O)C(CC(=O)O)Cc2ccc(C)cc2)cc1 (stereo not given),i,i
COc1ccc(Br)cc1C(C[N+](=O)[O-])c1c(N)n(C)c(=O)n(C)c1=O (stereo not given),i,i
O=C(CSc1nc2ccccc2[nH]1)Nc1ccc2c(c1)OCCO2,i,i
Cc1cc(N2CCC(C(=O)Nc3ccc(F)cc3)CC2)nc(-c2ccccc2)n1,i,i
CCOC(=O)c1c(C)[nH]c(C(=O)COC(=O)CSC)c1C,i,i
COc1ccc(CC(=O)NC(c2ccccc2)c2ccccc2)cc1S(=O)(=O)N1CCOCC1,i,i
Cc1cc(C)cc(C(=O)NCC(=O)OCC(=O)NCC(F)(F)F)c1,i,i
C=CCn1c(SCC(=O)Nc2c(C)n(C)n(-c3ccccc3)c2=O)nc2sc(C)c(C)c2c1=O,i,i
Cc1ccc(NC(=O)CC(C)CC(=O)NCc2ccccc2)cc1Cl (stereo not given),i,i
COC(=O)C1=CN(c2ccc(OC)cc2)C=C(C(=O)OC)C1c1ccc([N+](=O)[O-])cc1,i,i
COc1ccc(C(=O)CSc2nnc(-c3cccs3)n2-c2ccccc2)cc1,i,i

Additional compounds
SMILES,CHT allo act,CHT block
O=C1/C(=C\c2ccc(Br)o2)Cc2ccccc21,i,i
NS(=O)(=O)c1ccc2nc(NC(=O)C3=COCCO3)sc2c1,i,i
O=C(NCCc1ccccc1Cl)C1CCC(=O)N(CC2CCCCC2)C1 (stereo not given),i,i
CCc1nnc(NC(=O)c2sc3nc4c(cc3c2N)CCCCCC4)s1,i,i
Cc1ccsc1CCNC(=O)C1CCC(=O)N(CCc2cccc(F)c2)C1 (stereo not given),i,i
c1ccc2c(CSCc3nc4ccccc4[nH]3)cccc2c1,i,i
COc1ccc(C2c3ccc4ccccc4c3Oc3ncn(CCN4CCOCC4)c(=N)c32)cc1OC (stereo not given),i,i
Cc1cc(C)c2nc(C(F)(F)F)nc(NCCCN3CCCC3=O)c2c1,i,i
O=C(CNc1ccccc1F)N/N=C/C1CC=CCC1 (stereo not given),i,i
CCn1c(N2CCN(Cc3ccc([N+](=O)[O-])cc3)CC2)nc2ccccc21,i,i
COc1ccc(C2c3ccc(O)cc3Oc3ncn(CCN4CCOCC4)c(=N)c32)cc1 (stereo not given),i,i
Cc1onc(-c2ccccc2)c1C(=O)Nc1ccc(S(=O)(=O)NC2=NCCCCC2)cc1,i,i
CCOC(=O)C1CCCN(c2c(NCCCN(CC)c3ccccc3)c(=O)c2=O)C1 (stereo not given),i,i
CC(=O)Nc1cccc(N(C(=O)C2COc3ccccc3O2)C(C(=O)NC2CCCCC2)c2cn(C)nc2C)c1 (stereo not given),i,i
CCOC(=O)C1CCCN(S(=O)(=O)c2cc(Br)cc3c2N(C(=O)C2CC2)CC3)C1 (stereo not given),i,i
Cc1ccc(C(=O)N2CCN(Cc3nc4sc5c(c4c(=O)[nH]3)CCCC5)CC2)cc1,i,i
Cc1ccc(/C=N/N2CCN(C3c4ccccc4-c4ccccc43)CC2)s1,i,i
CC(=O)N1CCN(c2ccc(NC(=O)c3ccc(F)cc3)cc2)CC1,i,i
Clc1ncccc1-c1nc2ccccc2n1Cc1ccccc1,i,i
O=c1cc(-c2ccco2)nc(-c2cccs2)o1,i,i
O=S(=O)(N/N=C/c1ccccc1OCc1ccc(Cl)cc1)c1ccccc1,i,i
Cc1ccn2c(=O)nc(SCC(=O)OCc3ccccc3)nc2c1,i,i
O=C1CC(c2ccccc2)CCc2sccc2N1 (stereo not given),i,i
COc1cc(NC(=O)c2cccc(NC3=NC4CS(=O)(=O)CC4S3)c2)cc(OC)c1OC (stereo not given),i,i
COc1ccc(NCc2nnc(SCC(=O)Nc3cc(C(F)(F)F)ccc3Cl)o2)cc1,i,i
CN(C)CC/C=C1/c2cc(F)ccc2CSc2ccc(F)cc21,i,i
O=C(CCN1CCCCCC1)Nc1ccc2c(c1)OCCO2,i,i
Cc1oc(-c2ccccc2)cc1C(=O)NCc1ccncc1,i,i
N#Cc1sc(NCc2ccccc2)nc1Cl,i,i
O=S(=O)(c1cccc2nsnc12)N1CCN(Cc2ccccc2)CC1,i,i

Profiles, quoted from the list. Values in the order: CHT allo act | CHT block
`O=C(NCCc1ccccc1Cl)C1CCC(=O)N(CC2CCCCC2)C1` (stereo not given) across the screens: i | i
`CCc1nnc(NC(=O)c2sc3nc4c(cc3c2N)CCCCCC4)s1` across the screens: i | i
`O=c1cc(-c2ccco2)nc(-c2cccs2)o1` across the screens: i | i
`O=S(=O)(c1cccc2nsnc12)N1CCN(Cc2ccccc2)CC1` across the screens: i | i

Next part
SMILES,CHT allo act,CHT block
CC(=O)C[C@H]1c2cc(C(F)(F)F)ccc2S(=O)(=O)N1Cc1ccccc1,i,i
Cc1ccc(Nc2nc3c([nH]2)c(=O)n(C)c(=O)n3C)cc1,i,i
O=C(NC(c1ccccc1)c1ccccc1)N1CCOCC1,i,i
Cc1ccc(S(=O)(=O)NCCNC(=O)CN2CCOCC2)cc1,i,i
COc1cc(/C=C/C(=O)CC(=O)/C=C/c2ccc(O)c(OC)c2)ccc1O,i,i
CC/C(=N\NC(=O)C1CC1)c1cccc(Cl)c1,i,i
CCOC(=O)C(=CNc1nc(-c2ccccc2)c(C(=O)Nc2ccc(-c3ccccc3)cc2)s1)C(=O)OCC,i,i
CC(C)CCNC(=O)c1onc(CSc2ccccc2)c1C(=O)NCCC(C)C,i,i
Brc1ccc(CNc2ccc3ncccc3c2)cc1,i,i
Cc1ccccc1NCc1nnc2n1CCCCC2,i,i
Cc1ccc(S(=O)(=O)c2c(N)n(C)c3nc4ccccc4nc23)cc1,i,i
CN(C)c1nc(SCC(=O)Nc2ccc(Cl)c(Cl)c2)nc(N2CCOCC2)n1,i,i
Cc1nnc(N2CCC(C(=O)NC3CCC(C)CC3)CC2)c2nn(-c3ccc(Cl)cc3)c(C)c12 (stereo not given),i,i
CC(Oc1ccc(F)cc1)C(=O)Nc1ccccc1C(=O)NC1CC1 (stereo not given),i,i
Cc1cc(=O)[nH]c(N2CCN(c3ccc(Cl)cc3)CC2)n1,i,i
COc1ccc(Br)cc1CNC(=O)C1CCN(c2nnc(N3CCCC3=O)s2)CC1,i,i
Cc1ccc(-c2noc(CCC(=O)Nc3ccccc3C)n2)cc1,i,i
COc1ccc(CC(NC(C)=O)C(=O)NC2CCN(S(=O)(=O)c3ccc(NC(C)=O)cc3)CC2)cc1 (stereo not given),i,i
CSc1c(CC(=O)NCCCO)n(Cc2ccccc2)c2ccccc12,i,i
COc1ccccc1C(=O)NC(=O)COC(=O)CN1C(=O)NC2(CCCCC2C)C1=O (stereo not given),i,i
CCn1c2ccc(F)cc2c2nc3ccccc3nc21,i,i
COC(=O)CCCCC1SCC(NC(=O)c2ccccc2)C1=O (stereo not given),i,i
Cc1ccc(N2C(=O)CS(=O)C(c3ccccc3)C2=O)cc1C (stereo not given),i,i
COc1ccccc1NC(=O)c1ccc(-n2cccn2)nc1,i,i
CC(=O)NS(=O)(=O)c1ccc(NC(=O)/C=C/c2ccccc2)cc1,i,i
COc1ccc(C(=O)N2CC(c3ccc(Cl)cc3)CC2=O)cc1 (stereo not given),i,i
Cc1ccc(NC(=S)Nc2cccc3ccccc23)cc1,i,i
Cc1c2cnn(CC(=O)NCc3ccccn3)c(=O)c2c(C)n1Cc1ccc(Cl)cc1,i,i
CCOc1ccc(-c2nc(N)ncc2-c2ccccc2)c(O)c1,i,i
CCc1cc(C(=O)O)c(NC(=O)c2cc(OC)c(OC)c(OC)c2)s1,i,i

A second format for two compounds above:
smiles: CCn1c2ccc(F)cc2c2nc3ccccc3nc21
  CHT allo act = i
  CHT block = i
smiles: COc1ccc(Br)cc1CNC(=O)C1CCN(c2nnc(N3CCCC3=O)s2)CC1
  CHT allo act = i
  CHT block = i

Carrying on:
SMILES,CHT allo act,CHT block
COc1ccccc1NS(=O)(=O)c1cc(C(=O)N2CCN(C/C=C/c3ccccc3)CC2)ccc1C,i,i
CC(C)COc1ccc(C(=O)Nc2ccc(NC(=O)c3ccco3)cc2)cc1,i,i
CCOC(=O)N1CCN(C(=O)C2CCC(=O)N(Cc3cccc(C(F)(F)F)c3)C2)CC1 (stereo not given),i,i
CCOc1ccc(NC(=O)CNC(=O)COc2ccccc2)cc1,i,i
COc1cc(-c2n[nH]c(=S)n2-c2ccc(C)cc2)cc(OC)c1OC,i,i
CCCNC(=O)Cn1nc(C(F)(F)F)cc1C,i,i
CC(C)n1c(/N=C/c2c[nH]c3ccccc23)nc2ccccc21,i,i

This is a random part of the collection (roughly 1.4% active in at least one column).
